MEKK2mut PB1 HTS = signal of MEK5 binding to mutant human MEKK2 PB1 domain. AID 1530. percent response, % at 10 µM. actives 0.35% (n = 290,000). bead flow cytometry, Alexa488-MEK5 binding to MEKK2 mutant; in the data active = percent response above about 24%, passing the limit was not always enough; also: inactives centre near 1; some results filed as inactive read as strong as hits; reference of the scale not given here
PHOSPHO1 block = PHOSPHO1 (human) inhibition. AID 1565. inhibition, % at 13.3 µM. actives 1.1% (n = 290,000). recombinant PHOSPHO1, absorbance phosphatase assay; in the data active = inhibition above about 60%
OXTR ag = agonists of human oxytocin receptor; CHO-OTR cells, Fluo-8 calcium fluorescence; normalized: DMSO 0%, oxytocin 100%; activation, % at 3 µM; actives 0.32% (n = 320,000);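 active = activation above the mean of all tested compounds plus 3 SD, cutoff set per screening run, cut at about 20% in these data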;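 also: peak over basal fluorescence ratio from a 100 s FLIPR kinetic read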
Target sequence (P30559 whole entry, looked up): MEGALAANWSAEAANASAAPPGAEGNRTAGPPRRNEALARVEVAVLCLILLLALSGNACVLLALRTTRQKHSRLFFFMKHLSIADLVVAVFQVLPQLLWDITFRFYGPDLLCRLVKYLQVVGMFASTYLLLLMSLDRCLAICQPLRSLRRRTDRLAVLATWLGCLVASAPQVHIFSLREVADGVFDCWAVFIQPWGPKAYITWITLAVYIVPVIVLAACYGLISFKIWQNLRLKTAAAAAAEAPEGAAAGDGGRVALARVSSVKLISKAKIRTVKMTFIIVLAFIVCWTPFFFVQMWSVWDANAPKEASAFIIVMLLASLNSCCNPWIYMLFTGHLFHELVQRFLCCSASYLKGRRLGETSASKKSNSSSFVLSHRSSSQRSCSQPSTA
MEKK2 WT-MEK5 = raises or lowers MEK5 binding to wildtype human MEKK2 PB1 domain; Q9Y2U5; bead flow cytometry, Alexa488-MEK5 binding to MEKK2 WT; actives lie on both sides; binding response (% of control), % at 10 µM; actives 1.1% (n = 290,000); AID 1531; in the data active = binding response below about 67% or above about 130%
V1R ag counter = V1a receptor agonism, counter-screen for OXTR agonists; CHO-V1R cells, Fluo-8 calcium fluorescence, agonist mode; 0% DMSO, 100% 3 nM vasopressin; activation, % at 3 µM; actives 0.25% (n = 320,000); P37288;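 active = activation above the mean activation of all tested compounds plus 3 SD, per screening run, cut at about 20% in these data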;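 also: signal is peak over basal fluorescence ratio across a 100 second FLIPR read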
Target sequence (P37288 whole entry, looked up): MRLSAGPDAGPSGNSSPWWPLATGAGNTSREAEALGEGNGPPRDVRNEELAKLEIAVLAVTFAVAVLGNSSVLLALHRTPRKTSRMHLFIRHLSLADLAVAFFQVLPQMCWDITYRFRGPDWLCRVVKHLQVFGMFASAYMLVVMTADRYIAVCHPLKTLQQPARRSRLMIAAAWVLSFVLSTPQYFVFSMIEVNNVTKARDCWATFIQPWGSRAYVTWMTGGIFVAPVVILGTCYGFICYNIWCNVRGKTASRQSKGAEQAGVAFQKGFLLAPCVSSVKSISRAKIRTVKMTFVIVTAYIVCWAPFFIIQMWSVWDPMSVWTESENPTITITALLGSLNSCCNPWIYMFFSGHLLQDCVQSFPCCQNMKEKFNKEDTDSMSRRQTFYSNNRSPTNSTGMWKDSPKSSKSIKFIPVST
MEKK3 PB1 HTS = raises or lowers MEK5 binding to the human MEKK3 PB1 domain; Q99759; bead-based flow cytometry, Alexa488-MEK5 binding to MEKK3; actives lie on both sides; 0 = blocked by unlabeled MEK5, 100 = vehicle; binding response (% of control), % at 10 µM; actives 1.4% (n = 290,000);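 active = binding response more than 3 SD above or below the average of its plate-row segment, actives on both sides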;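 also: Alexa488 bead fluorescence after subtracting the streptavidin-only scavenger bead signal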
GPR7 antagonist = antagonists of human GPR7 (neuropeptides B/W receptor 1). P48145. GPR7-expressing cells, fluorescence antagonist assay. inhibition, % at 4.4 µM. actives 1.1% (n = 290,000). AID 1861; in the data active = inhibition above about 16%, passing the limit was not always enough;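 also: cells stimulated with the agonist NPW; 0% = agonist with vehicle and 100% = vehicle without agonist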
NALP1 inh = blocks the NALP1 inflammasome reconstituted in yeast | S. cerevisiae NALP1/ASC/caspase-1 growth, X-gal OD620, 72 h | inhibition, % at 10 µM | actives 0.61% (n = 280,000); in the data active = inhibition mostly above about 24%, no sharp cut-off; inactive = mostly below about 32%; also: some compounds called inactive have numbers as strong as hits
GalR3 antagonist = human GalR3 antagonism. O60755. AID 651719. HEK293 GalR3-CNG cAMP membrane potential fluorescence; galR3 body fused to GalR1 C-terminus. inhibition, % at 3 µM. actives 0.44% (n = 360,000);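 active = inhibition above the screen-wide average plus 3 SD, cut at about 13% in these data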;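 also: forskolin and galanin both at EC90 stimulate the cells; cAMP rise reported by CNG channel membrane potential dye signal; 0% = forskolin plus galanin with DMSO and 100% = forskolin alone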
Target sequence (O60755 1-299 limits assumed): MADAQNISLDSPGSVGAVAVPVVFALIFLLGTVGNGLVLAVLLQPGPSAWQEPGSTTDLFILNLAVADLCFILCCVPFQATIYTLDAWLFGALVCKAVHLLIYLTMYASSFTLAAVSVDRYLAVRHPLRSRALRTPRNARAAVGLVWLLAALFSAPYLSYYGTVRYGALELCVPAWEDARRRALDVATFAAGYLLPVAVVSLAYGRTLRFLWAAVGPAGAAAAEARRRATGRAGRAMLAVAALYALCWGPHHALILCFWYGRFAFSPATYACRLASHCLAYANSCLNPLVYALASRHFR
Numbers without * were called inactive; nt = not tested or not shown; [ ] = dose if it differs, or a comment.

SMILES	MEKK2mut PB1 HTS	PHOSPHO1 block	OXTR ag	MEKK2 WT-MEK5	V1R ag counter	MEKK3 PB1 HTS	GPR7 antagonist	NALP1 inh	GalR3 antagonist
CCOC(=O)CNC(=O)c1cc(-c2ccccn2)nc2c(C)c(Cl)ccc12	-4	42	-1.7	88	2.4	89	2	-18	-1
CCOc1ccc(NC(=O)Nc2ccc3nsnc3c2)cc1	4	32	9.6	108	9.7	104	-2	9	-5
Cc1ccc(C(=O)O/N=C(\N)Cc2cccc3ccccc23)cc1	-3	40	-1.6	94	0.1	99	5	19	-8
CCNc1nnc(CCn2nc(C)c(Br)c2C)s1	-1	12	0.3	99	1.2	102	-4	19	-5
CN(C)C(=O)CCC(=O)N1CCCC(N2CCN(c3cccc(C(F)(F)F)c3)CC2)C1 (configuration not stated)	10	-24	0.2	105	0.1	99	-7	4	4
CCOC(=O)N1CCN(S(=O)(=O)c2cc(-c3nn4c(C)nnc4c4ccccc34)ccc2C)CC1	14	24	-1.1	104	1.4	105	12	-3	-1
O=C(COc1ccc(-n2cnnn2)cc1)Nc1cccc(Cl)c1Cl	-5	23	0.4	94	0.7	97	-7	10	-8
Cc1cccc(NC(=S)NCCCN2CCOCC2)c1	1	16	0.6	112	0.3	138*	-10	0	4
COc1ccc(NC(=S)N2CCc3ccccc3C2)cc1	0	-14	-0.1	101	1.6	125	-5	16	-5
Cc1cc(C(=O)OCC(=O)NC2CCS(=O)(=O)C2)c(C)n1-c1ccccc1 (configuration not stated)	3	24	9.1	105	6.0	103	7	24	-9
O=C(O)C1CCCN(S(=O)(=O)c2ccc(-c3ccc(=O)[nH]n3)s2)C1 (configuration not stated)	-7	28	0.3	96	-0.2	97	2	21	-6
Cc1cccc(NC(=O)CSc2nnc(CCNC(=O)OC(C)(C)C)o2)c1C	-4	28	0.3	92	0.2	96	-2	-4	-3
CCOC(=O)c1c(-c2ccc(-c3ccccc3)cc2)csc1NC(=O)CCC(=O)O	0	nt	6.3	97	3.1	97	1	-1	-11
CC(C)c1ccc(/C=N/n2c(COc3ccccc3)n[nH]c2=S)cc1	1	-61	-2.0	102	-0.3	105	-10	3	-8
CCOc1ccc(C(=O)N/N=C(\c2ccccc2)c2ccccn2)cc1	2	6	-2.3	102	-0.9	102	-6	-6	-5
O=C1CS(=O)CN1c1ccc(Oc2ccccc2)cc1 (configuration not stated)	-3	33	1.5	100	0.4	100	6	12	-4
OCCC1CN(Cc2cccc3nccnc23)CCN1Cc1ccc(F)c(F)c1 (configuration not stated)	-8	26	0.4	96	0.4	101	6	5	-4
CC(=O)N(Cc1ccc(F)cc1)Cc1nc2ccccc2c(=O)[nH]1	2	15	-0.1	108	1.3	101	-2	-2	-6
CCOc1ccccc1NC(=O)c1ccc2nc[nH]c2c1	2	24	0.7	102	-0.4	103	2	13	-2
COCc1cc(CN2CCN(Cc3ccsc3)C(CCO)C2)ccc1OC (configuration not stated)	-10	-1	0.2	89	-0.5	100	5	10	-4

As entered above.
OCCC1CN(Cc2cccc3nccnc23)CCN1Cc1ccc(F)c(F)c1 (configuration not stated) in MEKK3 PB1 HTS is listed with 101
O=C(O)C1CCCN(S(=O)(=O)c2ccc(-c3ccc(=O)[nH]n3)s2)C1 (configuration not stated) in NALP1 inh is listed with 21

(cont.)
SMILES	MEKK2mut PB1 HTS	PHOSPHO1 block	OXTR ag	MEKK2 WT-MEK5	V1R ag counter	MEKK3 PB1 HTS	GPR7 antagonist	NALP1 inh	GalR3 antagonist
S=c1[nH]nc(-c2ccco2)n1-c1ccccc1Cl	4	-75	0.2	112	1.1	106	-4	-14	-1
COCCn1c(C)cc(/C=C2/NC(=O)N(Cc3ccc(C)cc3)C2=O)c1C	-4	41	-1.0	89	0.1	96	-9	nt	7
CCOC(=O)C(=CNc1nc2ccc(C(=O)OCC)cc2s1)C(=O)OCC	4	30	0.1	92	0.6	94	-8	nt	0
COc1ccc(CCNC(=O)CN2CCN(S(=O)(=O)c3ccc(Cl)cc3)CC2)cc1OC	3	-14	0.0	101	-0.6	99	5	21	-6
O=S(=O)(c1cccs1)N1CCN(S(=O)(=O)c2cccs2)CC1	-7	37	0.0	86	0.0	95	-1	5	-3
O=C(NNC1=NC2(CCCC2)Cc2ccccc21)c1cccnc1	-14	48	-0.1	89	-1.1	85	6	20	-4
COc1ccc(NC(=S)NNC(=O)C(C)n2nc(C)c([N+](=O)[O-])c2C)cc1 (configuration not stated)	5	68*	0.9	102	-0.1	105	-2	-6	-7
CCNS(=O)(=O)c1ccc(Br)c(OC)c1	18	-12	-0.7	110	0.5	104	8	7	-6
COc1cccc(N(C(=O)Cn2nnc(-c3ccc(C)cc3)n2)C(C(=O)NC(C)(C)C)c2c[nH]c3ccccc23)c1 (configuration not stated)	-4	7	-0.1	99	0.9	100	13	26	-5
CN(C)S(=O)(=O)N(CC(=O)Nc1ccc(S(=O)(=O)N2CCCC2)cc1)c1ccccc1	2	nt	0.4	101	1.2	102	-15	2	2
COc1cc(OC)cc(-n2nnnc2SCC(=O)NCc2cccs2)c1	-5	-11	-2.6	97	-1.4	102	-19	1	3
CCN(CC)c1ccc(C(=O)OCC(=O)c2ccco2)cc1	1	4	-0.5	103	1.2	101	-8	15	-3
CCNc1nc(NC#N)nc(SCC(=O)OCC)n1	-13	15	-0.1	94	-0.1	80	-10	-11	-1
C=CCn1c(C)cc(C(=O)CSc2nc3ccccc3[nH]2)c1C	6	15	15	103	11	103	-7	3	-6
CCOC(=O)C1=C(N)Oc2ccc3ccccc3c2C1c1ccc(O)cc1 (configuration not stated)	-5	29	0.1	92	0.1	97	3	2	-9
CCC1(CC)NC(=O)N(CC(=O)OCC(=O)NC(=O)c2ccccc2)C1=O	-5	11	1.0	95	0.6	99	-13	4	-7
Cc1ccc(CNC(=O)c2oc3ccc(S(=O)(=O)N4CCOCC4)cc3c2C)cc1	2	3	4.4	103	5.4	105	0	13	-8
COc1ccc(CNC(=S)N/N=C/c2ccncc2)cc1	0	-4	-0.9	102	0.0	101	-5	12	-4
COc1ccc(C2C(C(=O)NCc3ccccn3)c3ccccc3C(=O)N2C)cc1OC (configuration not stated)	0	21	0.0	96	-1.3	97	22	15	5
CC1(c2nnc(-c3cccc(Cl)c3)o2)CC(c2cccc(F)c2)=NO1 (configuration not stated)	-1	nt	-0.9	99	-0.4	104	nt	nt	-2
C[C@@H]1C=C[C@](Cc2ccccc2)(C(=O)NCC2CC2)N1C(=O)c1ccccc1	4	-6	-0.3	102	-0.9	106	-5	16	-11
O=C(Nc1ccccc1C(=O)NCc1ccco1)Nc1cccc2ccccc12	-5	37	-2.7	98	-0.6	100	0	-8	-4
CCN(CC)C(=O)CP(=O)(c1ccccc1)c1ccccc1	10	5	-0.3	111	0.9	107	3	6	3
Cc1ccc(NCc2nnc3n2CCCCC3)c(C)c1	-2	23	0.0	98	-0.4	99	-10	-9	-1
CC(C)CCOc1ccc(C(=O)N2CCN(c3ncccn3)CC2)cc1	10	-2	-2.4	99	-1.3	104	17	38	-12
Cc1ccc(N(C(=O)c2cccs2)C2C=CS(=O)(=O)C2)cc1 (configuration not stated)	5	12	0.4	114	-0.2	108	-10	3	-1
COc1ccc(-c2nnc(C3CCN(S(=O)(=O)c4ccccc4)CC3)o2)cc1	6	-11	0.5	106	4.2	102	-2	3	nt
O=C(CCNC(=O)N1CC(=O)Nc2ccccc21)NCc1cccc(Cl)c1	4	37	-0.4	102	1.0	103	-9	-3	2
c1nc(Nc2ccc(N3CCOCC3)cc2)c2ccsc2n1	-37	-17	0.6	67	1.4	54	-5	9	-4
O=C(/C=C/c1c(F)cccc1Cl)N1CCOCC1	-2	4	-0.1	104	1.6	101	-4	13	1
CC(=O)Nc1ccc(SCCC2CCCCN2C)cc1 (configuration not stated)	2	36	0.1	102	0.1	100	4	3	-8
O=C(Nc1ccc(N2C(=O)c3cccc4cccc(c34)C2=O)cc1)c1ccc(N2CCCCC2)c([N+](=O)[O-])c1	-1	-4	-0.2	100	1.1	99	-6	22	0
CC(=O)Nc1cc(NC(C)=O)ncn1	9	8	0.3	57	0.3	48*[inhibitor]	-9	16	-12
O=C(CN1CCN(S(=O)(=O)c2ccc(Br)cc2)CC1)Nc1ccccc1C(=O)c1ccccc1	0	-5	0.0	99	0.9	120	-14	30	-10
CS(=O)(=O)C1=NN2C(=N)/C(=C\c3ccc(OCCOc4ccccc4)cc3)C(=O)N=C2S1	6	50	0.1	96	0.4	103	33	-5	nt
CCOC(=O)c1nnc2c(Br)c(-c3ccccc3)nn2c1C	3	8	-2.2	85	0.0	112	-8	12	-2
CCN(CC)CC#CCC(O)(c1ccccc1)c1ccc(Br)cc1 (configuration not stated)	-9	37	5.0	100	3.7	103	11	14	-4
CC(C)(C)c1cc(CCC(=O)NNC(=O)c2ccco2)cc(C(C)(C)C)c1O	-3	1	-2.3	97	-0.1	93	-2	22	-3
Cc1ccc(CNS(=O)(=O)c2ccc(C)s2)cc1	-2	30	-2.1	105	0.4	103	28*	7	-6
CC(=O)c1ccccc1C(=O)N(C)C1CCCN(Cc2ccccc2F)C1 (configuration not stated)	-2	1	-1.5	101	1.0	100	-12	6	-3
COc1ccccc1C(=O)NC(=O)Nc1nc(-c2ccccc2)cc(C(F)(F)F)n1	-4	16	0.5	94	0.3	97	-19	nt	-7
CC(=O)/C=C(\C)Nc1c(C)n(C)n(-c2ccccc2)c1=O	-15	-7	-0.2	61	-0.8	57	4	14	-6
Cc1cc(C)n2nc(SCC(=O)Nc3c(C)nn(-c4ccccc4)c3C)nc2n1	-3	36	-0.9	99	0.2	103	-20	6	1
O=C(CSc1nc2ccccc2c(=O)n1CC1CCCO1)NCc1ccc2c(c1)OCO2 (configuration not stated)	-1	-74	-0.3	105	-0.6	102	-10	-3	-2
CCN1C(=O)N[C@@H](c2ccco2)C(C(=O)OC)=C1C	-5	nt	0.7	88	-0.5	86	nt	nt	-5
C=Cn1cc[n+](CC(=O)c2ccc(Cl)c(Cl)c2)c1	3	20	-0.4	99	0.5	95	-5	-3	-2
COc1ccc(NC(=O)COC(=O)C2CC(=O)N(c3ccc(OC(C)C)cc3)C2)cc1 (configuration not stated)	-4	19	-0.1	98	-0.1	99	-6	16	-9
COC(=O)C(C(=O)Nc1ncccn1)C1CCCCCC1 (configuration not stated)	7	-25	-0.5	102	-0.2	104	3	0	0
CC(C)c1ccc(NC(=O)NC2CCN(CC(=O)Nc3cccc4ccccc34)CC2)cc1	nt	14	0.3	nt	1.1	nt	-2	-4	-3
CC(C)/C=C/C(=O)N1CCC(N2CCC(C(=O)NCc3ccccn3)CC2)CC1	4	70*	0.0	98	2.0	99	-4	0	-11
Brc1ccc2nc3c(n2c1)CCCC3	7	-39	-2.3	101	-0.9	106	-4	32	-4
COc1ccc(CCNC(=O)COC(=O)c2cnc(C)cn2)cc1	4	38	0.1	97	0.1	98	-7	-7	nt

Given in CSV form: entries from further up
Structure,MEKK2mut PB1 HTS,PHOSPHO1 block,OXTR ag,MEKK2 WT-MEK5,V1R ag counter,MEKK3 PB1 HTS,GPR7 antagonist,NALP1 inh,GalR3 antagonist
OCCC1CN(Cc2cccc3nccnc23)CCN1Cc1ccc(F)c(F)c1 (configuration not stated),-8,26,0.4,96,0.4,101,6,5,-4
CC(C)/C=C/C(=O)N1CCC(N2CCC(C(=O)NCc3ccccn3)CC2)CC1,4,70*,0.0,98,2.0,99,-4,0,-11
CC1(c2nnc(-c3cccc(Cl)c3)o2)CC(c2cccc(F)c2)=NO1 (configuration not stated),-1,nt,-0.9,99,-0.4,104,nt,nt,-2
Cc1ccc(CNC(=O)c2oc3ccc(S(=O)(=O)N4CCOCC4)cc3c2C)cc1,2,3,4.4,103,5.4,105,0,13,-8

This is a random part of the collection; about 5.4% have a hit in one of these screens.
